# IDH1 R132H inh – inhibitors of human IDH1 R132H; IDH1 R132H reductase, diaphorase/resazurin fluorescence, 60 min; inhibition, % at 10 µM; actives 0.18% (n = 70,000); in the data active means inhibition above about 34%;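 further: 0% = DMSO and 100% = no enzyme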
# PRC2 inh – blocks human EZH2/PRC2 H3K27 methylation; actives 0.35% (n = 57,000); DELFIA TRF, 1 h; Q15910; inhibition, % at 12.5 µM;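 active means mean inhibition of replicates at least 50% and every single replicate also reaching 50%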;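 further: dimethyl H3K27 on biotinylated H3 21-44 peptide detected by antibody; plate controls were median neutral control wells for no effect and median positive control wells for full effect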
# Target sequence (Q15910 whole entry, looked up): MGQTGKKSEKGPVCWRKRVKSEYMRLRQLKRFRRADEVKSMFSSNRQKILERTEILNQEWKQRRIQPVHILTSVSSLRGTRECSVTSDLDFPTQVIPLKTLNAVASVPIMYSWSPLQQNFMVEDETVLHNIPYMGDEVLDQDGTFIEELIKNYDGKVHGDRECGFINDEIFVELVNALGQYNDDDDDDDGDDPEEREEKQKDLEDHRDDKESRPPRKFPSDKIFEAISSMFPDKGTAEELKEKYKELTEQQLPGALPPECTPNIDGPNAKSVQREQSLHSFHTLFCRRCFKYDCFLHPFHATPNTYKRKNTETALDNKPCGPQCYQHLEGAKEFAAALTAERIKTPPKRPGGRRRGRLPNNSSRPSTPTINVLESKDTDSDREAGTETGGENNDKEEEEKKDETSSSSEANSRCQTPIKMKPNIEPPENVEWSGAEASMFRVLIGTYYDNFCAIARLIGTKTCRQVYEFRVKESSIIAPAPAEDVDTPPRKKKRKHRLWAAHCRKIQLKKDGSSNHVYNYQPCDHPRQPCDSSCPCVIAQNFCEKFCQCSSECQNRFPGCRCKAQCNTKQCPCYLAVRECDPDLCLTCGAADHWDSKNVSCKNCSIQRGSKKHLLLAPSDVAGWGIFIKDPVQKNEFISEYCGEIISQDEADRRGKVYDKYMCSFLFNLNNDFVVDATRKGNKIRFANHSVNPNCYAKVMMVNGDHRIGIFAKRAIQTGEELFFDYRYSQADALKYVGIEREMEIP
# An asterisk follows results filed as active; / = no result given; & = joins results of further samples. A portion of the library (hit frequency here may not be typical).
structure | IDH1 R132H inh | PRC2 inh
CN(C)C(=O)C[C@H]1C[C@@H]2c3cc(NC(=O)CC4CC4)ccc3O[C@@H]2[C@@H](CO)O1 | -0.1 | 3.1
O=C(CSc1nnnn1-c1cccc2ccccc12)Nc1ccc(N2CCOCC2)c(Cl)c1 | 0.5 | 18.0
C[C@H]1CN([C@@H](C)CO)C(=O)Cc2cc(NS(C)(=O)=O)ccc2O[C@H]1CN(C)S(=O)(=O)c1ccc(Cl)cc1 | 0.9 | /
CC(C)NC(=O)NCC[C@@H]1CC[C@@H](NC(=O)c2ccc(F)cc2)[C@@H](CO)O1 | 0.1 | 2.4
COc1cccc(S(=O)(=O)N[C@@H]2C=C[C@H](CC(=O)NC3Cc4ccccc4C3)O[C@H]2CO)c1 | -0.1 | -2.7
COc1ccc(S(=O)(=O)N(C)C[C@H]2OCCCC[C@H](C)Oc3ccc(NS(=O)(=O)c4cn(C)cn4)cc3C(=O)N([C@@H](C)CO)C[C@H]2C)cc1 | -6.4 | /
COCC(=O)Nc1ccc2c(c1)C(=O)N(C)C[C@@H](OC)[C@H](C)CN(CCC(F)(F)F)[C@H](C)CO2 | 0.1 | 3.1
CNC[C@H]1Oc2c(NC(=O)c3ccc(-c4nccs4)cc3)cccc2C(=O)N([C@@H](C)CO)C[C@@H]1C | -0.3 | 1.7
COc1cc2c(cc1-c1coc3c4c(ccc3c1=O)OC(C)(C)C=C4)OCO2 | 0.8 | 5.3
C[C@@H]1CN([C@@H](C)CO)C(=O)c2cc(NS(=O)(=O)c3ccc(Cl)cc3)ccc2O[C@H]1CN(C)Cc1ccc2c(c1)OCO2 | -0.4 | 8.9

# The list goes on (2 carried over from the part before).
structure | IDH1 R132H inh | PRC2 inh
COc1cc2c(cc1-c1coc3c4c(ccc3c1=O)OC(C)(C)C=C4)OCO2 | 0.8 | 5.3
C[C@@H]1CN([C@@H](C)CO)C(=O)c2cc(NS(=O)(=O)c3ccc(Cl)cc3)ccc2O[C@H]1CN(C)Cc1ccc2c(c1)OCO2 | -0.4 | 8.9
C[C@@H]1CN([C@@H](C)CO)C(=O)c2cc(C#Cc3ccccc3F)cnc2O[C@@H]1CN(C)C(=O)C1CCOCC1 | -0.3 | /
COc1ccc(CNC(=O)C[C@@H]2CC[C@@H](NS(=O)(=O)c3cccc(OC)c3)[C@@H](CO)O2)cc1 | -0.1 | 0.1
C[C@@H]1CN([C@@H](C)CO)C(=O)c2c(c3ccccc3n2C)-c2ccccc2CO[C@H]1CN(C)S(=O)(=O)c1cccc(F)c1 | / | -9.0
CC(C)NC(=O)N(C)C[C@H]1Oc2cc(C#C[C@@H](C)O)ccc2S(=O)(=O)N([C@@H](C)CO)C[C@H]1C | 2.1 | 5.0
COc1cc(OC)c2c(=O)c(-c3ccc4c(c3)OCO4)coc2c1 | -0.8 | -2.1
C[C@@H]1CN([C@H](C)CO)C(=O)c2cccc(NS(=O)(=O)c3ccc(Cl)cc3)c2O[C@@H]1CN(C)S(=O)(=O)c1cccs1 | -1.8 | /
Cc1noc(C)c1NC(=O)Nc1ccc2c(c1)C(=O)N([C@H](C)CO)C[C@H](C)[C@H](CN(C)CC1CC1)O2 | -3.7 | /
C[C@@H]1CN([C@@H](C)CO)C(=O)c2cc(NS(=O)(=O)c3cccs3)ccc2O[C@H]1CN(C)CC1CCCCC1 | / | 2.2
C[C@@H]1CN([C@@H](C)CO)C(=O)c2cccc(NC(=O)c3ccc(-c4nccs4)cc3)c2O[C@H]1CN(C)CC1CCCCC1 | 2.2 | -14.1
O=C(N[C@@H]1CC[C@@H](CCn2cc(-c3ccccc3)nn2)O[C@H]1CO)c1ccccc1F | 0.2 | -13.9
Cc1noc(C)c1NC(=O)Nc1ccc2c(c1)C(=O)N([C@@H](C)CO)C[C@@H](C)[C@H](CN(C)C(=O)Nc1c(C)noc1C)OCCCC[C@@H](C)O2 | 1.1 | /
CCCC#Cc1ccc2c(c1)O[C@H](CN(C)Cc1ccncc1)[C@H](C)CN([C@@H](C)CO)S2(=O)=O | 17.4 | 1.2
C[C@@H]1CN([C@H](C)CO)C(=O)c2cccc(NC(=O)Nc3ccc(C(F)(F)F)cc3)c2O[C@@H]1CN(C)Cc1ccc2c(c1)OCO2 | -1.0 | /
CC(C)(C)[S@](=O)N1Cc2cc(C(=O)NCCc3ccncc3)nc(-c3cccc(-c4ccc(C#N)cc4)c3)c2[C@@H]1CCO | -0.1 | -2.0
CO[C@H](CN(C)S(=O)(=O)c1ccc(C)cc1)[C@H](C)CN([C@@H](C)CO)S(=O)(=O)c1cccc(Cl)c1 | -1.2 | 8.9
C[C@H]1CN([C@@H](C)CO)C(=O)c2cc(NC(=O)CCN3CCOCC3)ccc2O[C@@H]1CN(C)Cc1ccc(C(=O)O)cc1 | 1.9 | /
COc1cc(C)c(Cl)cc1S(=O)(=O)NCC1CCCO1 (centres undefined) | 0.3 | -6.6
COc1ccc(Cl)cc1NC(=O)CC1NCCNC1=O (centres undefined) | 0.1 | 6.8
COc1ccc(CN(C)C[C@H]2OCCCC[C@H](C)Oc3ccc(NC(=O)NC(C)C)cc3C(=O)N([C@H](C)CO)C[C@@H]2C)cc1 | / | -1.9
C[C@@H]1CN([C@H](C)CO)C(=O)Cc2cc(NC(=O)Cc3ccccc3)ccc2O[C@H]1CN(C)S(=O)(=O)c1cn(C)cn1 | -3.1 | /
O=C(C[C@H]1C[C@H]2c3cc(NS(=O)(=O)c4ccc(F)cc4)ccc3O[C@H]2[C@@H](CO)O1)NCc1ccc(-c2ccccc2)cc1 | 0.0 | 18.6
COCC(=O)N1C[C@@H](C)[C@H](OC)CN(C)C(=O)c2cc(NC(=O)NC(C)C)ccc2OC[C@H]1C | 0.1 | 5.2
COc1ccc(S(=O)(=O)N(C)C[C@@H]2Oc3ccc(NC(=O)Cc4cn(C)c5ccccc45)cc3CC(=O)N([C@@H](C)CO)C[C@H]2C)cc1 | 0.0 | /
O=C(C[C@H]1C=C[C@H](NS(=O)(=O)c2ccc(F)cc2)[C@@H](CO)O1)N1CCC(Cc2ccccc2)CC1 | -0.7 | -10.6
CCOC(=O)N(C)C[C@@H]1OCc2ccccc2-c2ccccc2C(=O)N([C@H](C)CO)C[C@H]1C | 2.8 | 4.3
CCn1c(SCC(=O)Nc2cc(C)c(C)cc2Br)nnc1-c1ccccc1F | -0.3 | 5.5
COC(=O)c1ccc(NC(=O)CSc2nc3ccccc3c(=O)n2-c2ccc(Cl)cc2)cc1 | 0.4 | -3.5
CC(C)CC#Cc1ccc2c(c1)O[C@H](CN(C)C(=O)c1ccccc1F)[C@@H](C)CN([C@@H](C)CO)S2(=O)=O | 0.0 | /
C[C@@H]1CN([C@@H](C)CO)C(=O)c2cccc(NS(=O)(=O)c3ccccc3)c2O[C@@H]1CN(C)C(=O)Nc1ccc2c(c1)OCO2 | -15.0 | /
CS(=O)(=O)Nc1ccc2c(c1)[C@@H]1C[C@@H](CC(=O)NCCN3CCCCC3)O[C@@H](CO)[C@@H]1O2 | 0.8 | 2.2
C[C@H](CO)N1C[C@H](C)[C@H](CN(C)C(=O)Nc2cccc(F)c2)Oc2cc(Br)ccc2S1(=O)=O | / | -22.2
C[C@H]1CN([C@@H](C)CO)C(=O)Cc2cc(NC(=O)Nc3cccc4ccccc34)ccc2O[C@H]1CN(C)S(=O)(=O)c1cn(C)cn1 | -7.9 | /
CN(CC(=O)O)S(=O)(=O)c1ccc2c(c1)OCCO2 | -0.2 | -7.6
CCNc1nc(NCC)nc(Oc2ccc(=O)[nH]n2)n1 | 0.7 | 1.7
COc1ccc(S(=O)(=O)N(C)C[C@H]2Oc3ccc(NC(=O)Cn4cnnn4)cc3CC(=O)N([C@@H](C)CO)C[C@@H]2C)cc1 | -10.0 | /
COc1c(O)cc2c(c1O)C(=O)OC(C)C2Oc1cc2c(c(O)c1OC)C(=O)OC(C)C2O (centres undefined) | -0.5&0.0 | -16.0&-35.1
Cc1nc(SCC(=O)N2CCc3ccccc32)c2c3c(sc2n1)CCCC3 | -0.1 | -2.7
CCS(=O)(=O)Nc1ccc2c(c1)C(=O)N(C)C[C@@H](OC)[C@@H](C)CN(C(=O)COC)[C@H](C)CO2 | 0.2 | 5.0
CC(C)N1CCN(c2ccc(OC[C@H]3CO[C@](Cn4cncn4)(c4ccc(Cl)cc4Cl)O3)cc2)CC1 | -0.1 | 11.3
CC[C@H]1C(=O)CC2C3CCC4C[C@@H](O)[C@]5(O)C[C@]4(CO5)C3CC[C@@]21C (some centres undefined) | 1.1 | -15.7
CO[C@@H]1CN(C)C(=O)c2ccc(NC(=O)Nc3ccccc3F)cc2OC[C@@H](C)N(C(=O)Nc2ccccc2F)C[C@H]1C | -0.2 | -24.5
COc1ccccc1S(=O)(=O)N[C@@H]1CC[C@H](CCNC(=O)C2CCOCC2)O[C@H]1CO | -0.4 | 0.0
CCO[C@@H]1OC(C(=O)N2CCOCC2)=C[C@H](c2ccc3c(c2)OCO3)[C@H]1CCCO | / | 3.8
CO[C@@H]1CN(C)C(=O)c2cc(NC(C)=O)ccc2OC[C@H](C)N(C(=O)C2CCCCC2)C[C@@H]1C | -0.1 | -8.2
CC(C)CC#Cc1cnc2c(c1)C(=O)N([C@@H](C)CO)C[C@@H](C)[C@H](CN(C)C(=O)Nc1cccc(F)c1)O2 | -1.1 | -25.3
CO[C@H](C(=O)N(C)C[C@H]1OCc2ccccc2-c2c(n(C)c3ccccc23)C(=O)N([C@H](C)CO)C[C@H]1C)c1ccccc1 | -5.3 | -2.1
C[C@H](CO)N1C[C@H](C)[C@H](CN(C)S(=O)(=O)c2cccs2)OCCCC[C@H](C)Oc2ccc(NC(=O)NC3CCCCC3)cc2C1=O | -0.7 | /
C[C@@H]1CN([C@@H](C)CO)C(=O)c2cc(NS(=O)(=O)c3ccccc3)ccc2O[C@@H](C)CCCCO[C@@H]1CN(C)C(=O)CCCN(C)C | -0.5 | /
COc1ccc(/C=N/NC(=O)CCCCC(=O)NO)cc1OC | / | -18.8
C/C=C/c1cnc2c(c1)C(=O)N([C@@H](C)CO)C[C@H](C)[C@@H](CN(C)C(=O)C1CC1)O2 | 0.9 | 4.7

# Compound profiles (already shown):
# Listed for CO[C@@H]1CN(C)C(=O)c2cc(NC(C)=O)ccc2OC[C@H](C)N(C(=O)C2CCCCC2)C[C@@H]1C : IDH1 R132H inh: -0.1; PRC2 inh: -8.2
# Listed for CO[C@@H]1CN(C)C(=O)c2ccc(NC(=O)Nc3ccccc3F)cc2OC[C@@H](C)N(C(=O)Nc2ccccc2F)C[C@H]1C : IDH1 R132H inh: -0.2; PRC2 inh: -24.5

# (list continues)
structure | IDH1 R132H inh | PRC2 inh
Cc1noc(C)c1NC(=O)NCC[C@@H]1CC[C@H](NC(=O)Nc2cccc(F)c2)[C@H](CO)O1 | 0.1 | 9.0
CCCCn1c2nc3ccccc3nc2c2c(N)ncnc21 | -0.3 | 14.2
COc1ccc(S(=O)(=O)Nc2ccc3c(c2)CC(=O)N([C@@H](C)CO)C[C@H](C)[C@@H](CN(C)Cc2ccc(C(F)(F)F)cc2)O3)cc1 | 1.8 | /
CO[C@@H]1CN(C)C(=O)c2cc(NC(=O)C3CC3)ccc2OC[C@H](C)N(C(=O)c2ccccn2)C[C@H]1C | 0.1 | -3.0
O=C(C[C@@H]1C=C[C@H](NC(=O)Nc2ccccc2)[C@@H](CO)O1)NCc1ccccn1 | -0.5 | 0.8
C[C@H](CO)N1C[C@H](C)[C@@H](CN(C)CC2CCCCC2)OCCCC[C@H](C)Oc2ccc(NS(=O)(=O)c3cccs3)cc2C1=O | 3.1 | /
C[C@@H]1CN([C@@H](C)CO)C(=O)Cc2cc(NC(=O)CCN3CCOCC3)ccc2O[C@@H]1CN(C)C | 1.8 | /
C[C@H](CO)N1C[C@H](C)[C@H](CN(C)C(=O)Nc2cc(F)ccc2F)Oc2cc(-c3cccc(C#N)c3)ccc2S1(=O)=O | -0.4 | -7.5
CC(=O)N[C@@H]1C=C[C@H](CC(=O)NCc2ccc(Cl)cc2)O[C@H]1CO | 0.4 | -4.5
CCCNC(=O)Nc1ccc2c(c1)OC[C@@H](C)N(C(=O)C1CC1)C[C@H](C)[C@H](OC)CN(C)C2=O | 0.0 | -4.0
C[C@@H]1CN([C@H](C)CO)C(=O)c2cc(NC(=O)NC3CCCCC3)ccc2O[C@@H]1CN(C)C(=O)NC1CCCCC1 | 4.6 | /
CN(C)c1ccc(NC(=O)CC2NCCNC2=O)cc1 (centres undefined) | -0.2 | 5.1
Cc1noc(C)c1S(=O)(=O)Nc1ccc2c(c1)C(=O)N([C@@H](C)CO)C[C@H](C)[C@H](CN(C)C(=O)C1CCCCC1)OCCCC[C@@H](C)O2 | 0.6 | /
C[n+]1cc2c3c(ccc2c2ccc4cc5c(cc4c21)OCO5)OCO3 | 20.9 | -13.2
CC(C)NC(=O)Nc1ccc2c(c1)C(=O)N([C@@H](C)CO)C[C@@H](C)[C@@H](CN(C)Cc1ccccc1)OCCCC[C@H](C)O2 | 2.2 | 2.6
CCCN(C)C[C@@H]1Oc2cc(-c3ccc(C#N)cc3)ccc2S(=O)(=O)N([C@H](C)CO)C[C@@H]1C | 12.3 | -8.7
CCCn1c(=O)c(C)cn2nc(N)nc12 | 0.5 | -5.1
Cc1nnc(SCc2cc(=O)[nH]c(N3CCN(Cc4ccccc4)CC3)n2)s1 | 0.3 | 12.8
C[C@@H](O)C#Cc1ccc2c(c1)O[C@H](CN(C)C)[C@@H](C)CN([C@@H](C)CO)S2(=O)=O | 0.1 | /
C[C@@H]1CN([C@H](C)CO)C(=O)c2cc(NC(=O)Nc3cccc4ccccc34)ccc2O[C@@H]1CN(C)Cc1ccc(Cl)c(Cl)c1 | 0.6 | /
C[C@H]1CN([C@@H](C)CO)C(=O)c2cccc(NC(=O)Nc3ccc4c(c3)OCO4)c2O[C@H]1CN(C)C(=O)Nc1ccc(C(F)(F)F)cc1 | 0.0 | /
C[C@H](CO)N1C[C@H](C)[C@@H](CN(C)S(=O)(=O)c2ccccc2)Oc2c(NC(=O)Nc3cccc4ccccc34)cccc2C1=O | / | -4.5
